Source: PubChem (The Scripps Research Institute Molecular Screening Center)
OXTR potentiator: human OXTR potentiators, primary screen, fluorescence, CHO-OTR cells, Fluo-8 calcium. Oxytocin receptor (Homo sapiens), P30559. Fluo-8 calcium fluorescence, potentiator mode; 0% = oxytocin EC15, 100% = EC100. activation, % at 3 µM. 0.061% of 320,000 active;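 active means activation above that plate's cutoff, the mean activation of tested compounds plus 3 SD, cut at about 6.6% in these data, passing the limit was not always enough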;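 further: 100% uses oxytocin at 75 nM as the full agonist control; some results filed as inactive read as strong as hits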
Target sequence (P30559 whole entry, looked up): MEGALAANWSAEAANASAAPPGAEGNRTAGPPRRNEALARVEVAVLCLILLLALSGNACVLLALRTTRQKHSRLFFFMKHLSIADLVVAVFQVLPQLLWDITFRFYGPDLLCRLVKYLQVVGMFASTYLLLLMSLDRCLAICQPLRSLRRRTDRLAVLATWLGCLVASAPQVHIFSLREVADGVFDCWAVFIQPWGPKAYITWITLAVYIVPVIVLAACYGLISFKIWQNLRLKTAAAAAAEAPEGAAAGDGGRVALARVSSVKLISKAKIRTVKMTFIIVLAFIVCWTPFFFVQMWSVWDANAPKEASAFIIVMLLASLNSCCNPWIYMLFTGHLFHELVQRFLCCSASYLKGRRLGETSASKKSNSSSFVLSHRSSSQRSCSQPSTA
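Material: CHO-OTR cells, human receptor; compound dosing: single dose, 3.0 µM nominal final compound concentration; schedule: 6 min compound pre-incubation at room temperature, 100 s kinetic read; measured by: kinetic Fluo-8 calcium fluorescence; read-out basis: % activation vs EC15 and EC100 oxytocin; controls: EC15 oxytocin alone as 0%, 75 nM oxytocin as 100%; replicates: singlicate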
CHO parental Ca: ATP-evoked calcium signal inhibitors, parental CHO, primary screen, counter-screen for OX1R antagonist project, cell-based, fluorescence, Fluo-8 calcium dye. inhibition, % at 5.6 µM. parental CHO-K1, ATP-induced calcium, Fluo-8 fluorescence. AID 463079, 2010. 0.63% of 330,000 active;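 active means inhibition above that plate's mean sample inhibition plus 3 SD, cut at about 26% in these data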;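 further: 0% = ATP-challenged DMSO wells and 100% = DMSO wells without ATP; some compounds past the cut are filed as inactive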
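Test system: untransfected parental CHO cell line; also added: ATP stimulus; dosing: 5.6 µM, single dose; signal: calcium-sensitive Fluo-8 fluorescence; measure: percent inhibition of ATP-evoked calcium rise, normalized to controls; benchmarks: low control ATP plus DMSO, high control DMSO only; replication: one well per compound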
CHRM1 antagonist: human M1 muscarinic receptor antagonists, primary screen, CHO-K1 cells, Fluo-8 calcium fluorescence, 1536-well; Muscarinic acetylcholine receptor M1 (Homo sapiens), P11229; CHO-K1 hM1, ACh EC80 antagonist; inhibition, % at 3 µM; 1.3% of 360,000 active; AID 588852, 2011;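 active means percent inhibition above its own plate's cutoff, namely the mean of that plate's compound wells plus 3 SD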;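 further: peak over basal fluorescence ratio during 140 s after agonist addition; 0% = ACh EC80 plus DMSO and 100% = DMSO alone without agonist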
TAAR1 antagonist: human TAAR1 antagonists, primary screen, Fluo-8 calcium fluorescence, CHO RD-HGA16 cells | 1.5% of 360,000 active | antagonist | inhibition, % at 3 µM | Trace amine-associated receptor 1 (Homo sapiens), Q96RJ0;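 active means inhibition above a per-plate cutoff, the mean inhibition of test compounds on that plate plus 3 SD, cut at about 49% in these data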;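 further: 0% = DMSO plus EC80 beta-PEA response and 100% = DMSO alone without agonist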
Target sequence (Q96RJ0 whole entry, looked up): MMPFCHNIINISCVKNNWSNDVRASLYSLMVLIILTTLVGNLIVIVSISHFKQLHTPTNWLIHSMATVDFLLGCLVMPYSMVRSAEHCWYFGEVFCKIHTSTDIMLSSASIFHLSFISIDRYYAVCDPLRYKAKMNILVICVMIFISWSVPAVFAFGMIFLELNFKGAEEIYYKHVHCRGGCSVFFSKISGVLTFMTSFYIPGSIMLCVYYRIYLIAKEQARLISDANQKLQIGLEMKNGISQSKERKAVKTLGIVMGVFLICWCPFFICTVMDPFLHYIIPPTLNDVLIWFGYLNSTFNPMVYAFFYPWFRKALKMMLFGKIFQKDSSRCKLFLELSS
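Assay system: RD-HGA16 CHO cells with stable hTAAR1 and Gα16 / Reagent: EC80 β-phenethylamine stimulus / Doses: 3 µM, single point / Timing: dye loading 75 min at 37 °C, then 30 min room temperature / Measured by: Fluo-8 intracellular calcium dye fluorescence, real-time kinetic reads / Controls: vehicle wells and EC80 agonist wells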
CHRM1 PAM: human M1 muscarinic receptor positive allosteric modulators, primary screen, CHO-K1 cells, Fluo-8 calcium fluorescence, 1536-well; activation, % at 3 µM; 0.088% of 360,000 active; Muscarinic acetylcholine receptor M1 (Homo sapiens), P11229; AID 588819, 2011; CHO-K1 hM1, ACh EC20; 0% = ACh EC20, 100% = maximal ACh; in the data active means activation above about 19%, passing the limit was not always enough
TAAR1 agonist: human TAAR1 agonists, primary screen, Fluo-8 calcium fluorescence, CHO RD-HGA16 cells. 0.99% of 360,000 active. Trace amine-associated receptor 1 (Homo sapiens), Q96RJ0. AID 624467, 2012. activation, % at 3 µM. vehicle wells 0%, saturating PEA agonist 100%;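 active means activation above the mean activation of all test compounds in the run plus 3 SD, cut at about 38% in these data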
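System: CHO-derived RD-HGA16 cells with stable Gα16 and human TAAR1. Times: 17-24 h plating, Fluo-8 75 min 37 °C, 30 min RT. Measured by: calcium-sensitive Fluo-8 signal, excitation 470-495, emission 515-575 nm. Read-out basis: % activation relative to PEA EC100 response. Control set: DMSO and PEA EC100. Repeats: no replicates (n 1).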
M1 ag: human M1 muscarinic receptor agonists, primary screen, Fluo-8 calcium fluorescence, CHO-K1 cells, HTS; Muscarinic acetylcholine receptor M1 (Homo sapiens), P11229; CHO-K1 hM1, agonist mode; 0% DMSO, 100% acetylcholine EC100; activation, % at 3 µM; 0.33% of 360,000 active;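 active means activation above the run's mean compound activation plus 3 SD, cut at about 16% in these data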;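 further: peak over basal fluorescence ratio within a 140 s kinetic read after compound addition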
OXTR ag: human OXTR agonists, primary screen, fluorescence, CHO-OTR cells, Fluo-8 calcium | Oxytocin receptor (Homo sapiens), P30559 | Fluo-8 calcium fluorescence; normalized: DMSO 0%, oxytocin 100% | activation, % at 3 µM | 0.32% of 320,000 active;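 active means activation above the mean of all tested compounds plus 3 SD, cutoff set per screening run, cut at about 20% in these data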;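 further: peak over basal fluorescence ratio from a 100 s FLIPR kinetic read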
V1aR counter: agonists of human V1a receptor, primary screen, counter-screen for OXTR agonist project, fluorescence, CHO-V1R cells | Vasopressin V1a receptor (Homo sapiens), P37288 | Fluo-8 calcium fluorescence, agonist mode; 0% DMSO, 100% 3 nM vasopressin | activation, % at 3 µM | 0.25% of 320,000 active;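 active means activation above the mean activation of all tested compounds plus 3 SD, per screening run, cut at about 20% in these data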;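 further: signal is peak over basal fluorescence ratio across a 100 second FLIPR read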
Starred values were filed as active, the others as inactive; nt = no result given.

SMILES | OXTR potentiator | CHO parental Ca | CHRM1 antagonist | TAAR1 antagonist | CHRM1 PAM | TAAR1 agonist | M1 ag | OXTR ag | V1aR counter
COc1ccc(-c2cc(C(F)(F)F)nc(NC3CCCC3)n2)cc1OC | -12 | -30 | -7 | 3 | 2 | 18 | -3 | -1.4 | 1.9
O=C(CCNC(=O)c1ccccc1)NC1CCCc2ccccc21 (stereo not given) | nt | nt | 11 | -33 | -3 | 5 | -1 | nt | nt
CCCCCC(=O)N1C[C@@H](O)[C@H](n2cc(-c3ccc(F)cc3)nn2)C[C@@H]1c1ccc(C)cc1 | nt | nt | -12 | 20 | 2 | 2 | -5 | nt | nt
Cn1c(=O)n(CC(=O)O)c(=O)c2c1nc1n2CCCN1CCc1ccccc1 | -7 | 0 | -4 | -13 | 5 | -2 | -3 | -0.6 | 0.5
CC(=O)Nc1ccc(-n2c(=O)c3ccccc3c3ccccc3c2=O)cc1 | -6 | 0 | -6 | 8 | 5 | 1 | -1 | -0.8 | -0.5
CCc1nnc(N/N=C/c2ccc(N3CCC(C)CC3)c([N+](=O)[O-])c2)n1N | -6 | -9 | -8 | 1 | 10 | -2 | -3 | -2.1 | -0.8
CC(C)(C)C(=O)N1CCN(c2c(Cl)cccc2[N+](=O)[O-])CC1 | -17 | -28 | -18 | 11 | 3 | 6 | -6 | -2.8 | -1.5
COCCN(C(=O)COC(=O)CCCOc1ccc(OC)cc1)c1c(N)n(Cc2ccccc2)c(=O)[nH]c1=O | -8 | 9 | -15 | -24 | 6 | 2 | -2 | -0.2 | -0.2
CN(C)c1ncnc2c1ncn2[C@H]1CN(C2CCCC2)C[C@@H](CO)O1 | nt | nt | -5 | -10 | 1 | 1 | -4 | nt | nt
Cc1ccc(-c2ccc(=O)n(CC(=O)NCCN(C)C)n2)cc1 | 1 | -8 | -6 | -17 | 8 | 1 | -8 | -0.7 | 0.1
O=C(NCc1cccnc1)c1cc(C2CCCCN2C(=O)CCCc2ccccc2)on1 (stereo not given) | nt | nt | -2 | -6 | -6 | 4 | -4 | nt | nt
CN1C2=NCCN2C(=O)c2ccccc21 | -2 | -9 | -7 | -8 | 9 | 11 | -2 | -0.4 | 0.5
Cc1cccc(NC(=S)NC2CC3CCC(C2)N3Cc2ccco2)c1 (stereo not given) | 1 | -13 | -6 | 8 | 1 | -1 | -8 | 0.9 | 1.8
CCOC(=O)c1cnc2c(ccc3ccccc32)c1NCCCN(C)C | -6 | -31 | -14 | -22 | 8 | 2 | -10 | 4.3 | 0.2
CC1CNC(=S)N(c2ccccc2)C1=O (stereo not given) | nt | nt | -18 | -6 | 14 | 1 | 0 | nt | nt
NNC(=O)CNC(=O)Nc1n[nH]c(=S)s1 | nt | nt | -4 | -9 | 6 | 0 | -3 | nt | nt
CCOC(=O)C1(C)CCCN(C(=O)c2ccccc2F)C1 (stereo not given) | nt | nt | -21 | 2 | 6 | 1 | -2 | nt | nt
CCCC(C(=O)NC1CCCC1)N(CC1CCCO1)C(=O)CNS(=O)(=O)c1ccccc1 (stereo not given) | -2 | -2 | -5 | -15 | 0 | 4 | -4 | 0.1 | -0.3
CCC(C)[C@H](NC(=O)c1cc2cc(Cl)ccc2n1C)C(=O)N1CCC[C@H]1C(=O)O (stereo not given in full) | 2 | -16 | -12 | -22 | 8 | 0 | -4 | -0.1 | 0.2
CC(C)CC(=O)N1CCN(Cc2ccccc2Cl)CC1 | -12 | -12 | -20 | -10 | 11 | 3 | -7 | -0.8 | 0.3
CC(CSC(=O)c1ccccc1)C(=O)N1c2ccccc2CC1C(=O)O (stereo not given) | nt | nt | -3 | -21 | 4 | 0 | -3 | nt | nt
O=S(=O)(c1cccc2nsnc12)N1CCN(c2ccc(F)cc2)CC1 | -6 | -6 | 2 | 2 | 3 | 3 | -1 | -1.0 | -1.1
O=C(CN1CC(c2ccccc2)CC1=O)OCc1cccc(Br)c1 (stereo not given) | -6 | -18 | -12 | 2 | 9 | 2 | -7 | -1.1 | 0.3
COC(=O)CSc1nccc(-c2ccc(F)cc2)c1C#N | -6 | -6 | -1 | -1 | 11 | 3 | -12 | -1.6 | -1.7
C/C=C(\CS(=O)(=O)c1ccccc1)S(=O)(=O)c1ccccc1 | -8 | -2 | -15 | -7 | 8 | 6 | -3 | -0.1 | 0.2
Brc1ccc(CN2CCN(Cc3c[nH]c4ccccc34)CC2)cc1 | -18 | -6 | -3 | 10 | 1 | 38* | -7 | 20* | 6.7
CCCN1C(=O)N(C)C(N(O)C(=O)NC)C1(C)C (stereo not given) | -13 | 0 | -23 | -8 | 6 | 11 | -2 | -0.3 | 0.6
COc1ccc(N2CC(C(=O)Nc3nnc(SCC(=O)NC4CCCC4)s3)CC2=O)cc1 (stereo not given) | 1 | -8 | -10 | -12 | 9 | 1 | -1 | 0.3 | 0.7
Cc1cc(Cl)ccc1OC(C)C(=O)Nc1ccc(S(=O)(=O)Nc2cnc3ccccc3n2)cc1 (stereo not given) | -14 | -12 | -2 | 21 | 0 | 7 | -4 | 2.3 | 2.6
Cc1ccc(-c2noc(CCCC(=O)NC3CCCC3)n2)cc1 | -10 | 11 | 3 | 7 | -7 | 1 | 0 | 6.7 | 7.9
COc1ccc(N2CCN(/C(=N\S(=O)(=O)c3ccc(C)cc3)Nc3nc(C)cc(C)n3)CC2)cc1 | -1 | -15 | -5 | -7 | 3 | -1 | -6 | -0.7 | -0.3
S=C(NCc1ccc(Cl)cc1)NCc1ccco1 | nt | nt | -9 | -5 | 12 | 0 | -1 | nt | nt
CCOCCCN(C(=O)c1ccco1)C(C(=O)NC1CCCC1)c1ccc(OC)cc1 (stereo not given) | nt | nt | -4 | -16 | 7 | 2 | -1 | nt | nt
COCC(=O)N1CCC(Oc2ccc(C(=O)NCCc3ccncc3)cc2)CC1 | -5 | -3 | -1 | 8 | 10 | 0 | -4 | -0.4 | 1.8
CC(C)(C)CN1CCNC(=O)C1CC(=O)NCc1cccc(-n2cccn2)c1 (stereo not given) | -5 | -13 | -1 | 10 | 9 | 3 | -5 | 0.2 | 0.2
O=C(CCS(=O)(=O)c1ccc(Br)s1)NC1CCCCCC1 | -8 | -3 | 2 | 1 | 0 | 14 | -4 | -0.2 | -0.4
CCOC(=O)C1=CCN(S(=O)(=O)c2ccccc2F)C1c1ccc(Cl)cc1 (stereo not given) | nt | nt | -5 | 25 | 0 | 1 | -8 | nt | nt
COc1ccc(-c2cc(C)no2)cc1S(=O)(=O)N1CCN(c2cccc(C)c2)C(C)C1 (stereo not given) | -11 | 6 | 11 | 9 | -10 | -2 | -3 | -1.2 | -0.2
CCN1C[C@@H]2[C@@H]3C(=O)N(C)C(=O)[C@@H]3[C@](Cc3ccccc3)(C1=O)N2C(=O)c1ccc(C(C)(C)C)cc1 | nt | nt | 1 | 18 | 10 | 2 | -3 | nt | nt
COc1ccc(CCNC(=O)c2ccc3c(c2)NC(=O)CS3)cc1OC | -6 | -2 | 9 | -8 | -5 | 1 | 0 | 0.2 | 1.3
CCOc1ccc(C2C3=C(CC(C)(C)CC3=O)N(CC(=O)O)C3=C2C(=O)CC(C)(C)C3)cc1OCC | 2 | -4 | -6 | 1 | 6 | 4 | -1 | 1.1 | 0.8
Cc1ccc(CNC(=O)CN2C(C)CCCC2C)cc1 (stereo not given) | -7 | 10 | -2 | 16 | 7 | 1 | -5 | 0.4 | -0.5
CC(=O)Oc1ccc(C(=O)Nc2ccc3c(c2)OCCO3)cc1 | -8 | 6 | -1 | -5 | -1 | 5 | -3 | 0.2 | -0.4
CSc1nsc(NN)n1 | nt | nt | -17 | 2 | 13 | 1 | -1 | nt | nt
O=c1cc(CN2CCN(S(=O)(=O)c3cccc(Cl)c3)CC2)c2ccc(O)cc2o1 | -8 | 7 | 26 | 44 | -11 | 9 | 1 | 4.3 | 3.4
CCOC(=O)C1CCCN(C(=O)CSc2ccc(Br)cc2)C1 (stereo not given) | -7 | -25 | 5 | nt | -1 | nt | -7 | -2.2 | -0.2
O=C(CNS(=O)(=O)c1ccc(Br)s1)NCC1COc2ccccc2O1 (stereo not given) | -7 | -13 | -3 | 7 | 4 | 6 | -3 | 6.5 | 3.4
O=[N+]([O-])c1ccc(-c2ccc(/C=N/O)o2)cc1 | -7 | -3 | 1 | -34 | 1 | 1 | -2 | -0.6 | 0.1
COc1cccc(-c2ccc(NC(=O)C3CCCN(Cc4ccco4)C3)cc2)c1 (stereo not given) | -13 | -20 | -2 | 2 | 3 | 4 | -3 | 0.6 | 1.3
Cc1cc(C)c(S(=O)(=O)NC2CCN(Cc3ccccc3)CC2)c(C)c1 | -4 | -13 | -3 | -15 | 2 | 1 | -5 | 0.6 | 0.7
Additional results
SMILES | OXTR potentiator | CHO parental Ca | CHRM1 antagonist | TAAR1 antagonist | CHRM1 PAM | TAAR1 agonist | M1 ag | OXTR ag | V1aR counter
NC1=NC(=O)C(Cc2ccc(OC(F)(F)F)cc2)S1 (stereo not given) | -18 | 9 | -2 | -8 | -1 | 4 | -2 | 1.3 | 1.2
NC(=O)c1ccc(NC(=O)c2cnc3ccccc3n2)cc1 | -3 | -15 | -4 | -13 | 9 | 3 | 0 | -0.6 | -1.3
COc1ccc(CNC(=O)C2Cc3c(-c4cccc(C(C)=O)c4)ccnc3O2)cc1OC (stereo not given) | nt | nt | -5 | 6 | 0 | 3 | 0 | nt | nt
NC[C@H]1O[C@@H](n2ccc(N)nc2=O)[C@H](O)[C@@H]1O | nt | nt | -36 | -16 | 7 | 5 | 0 | nt | nt
